Source: PubChem
LDHA block: LDHA (human) enzyme inhibition; purified LDHA, NADH/diaphorase-resazurin fluorescence; active compounds read low; P00338; 480,000 compounds, 0.15% hits; activity change, % (values are at about 110 or 230 µM); in the data active = activity change below about -30%; inconclusive = mostly about -25% to -30%;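 note: plate controls were DMSO wells for no effect and wells without enzyme for full effect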
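Resorufin fluorescence (ex540/em590), read at 0 and 20 min after diaphorase/resazurin addition, reports the NADH left after a 5 min room-temperature reaction of 2 nM human LDH5 with 0.06 mM NADH and 0.2 mM pyruvate.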
D2 PAM: positive allosteric modulators of human D2 dopamine receptor; P14416; 340,000 compounds, 0.34% hits; AID 485347; potentiation, % at 10 µM; HEK293 T-REx D2, calcium flux, EC20 dopamine potentiation;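 active = potentiation over 3 SD above the plate norm, cut at about 30% in these data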; note: 0% is about no effect
Target sequence (P14416 whole entry, looked up): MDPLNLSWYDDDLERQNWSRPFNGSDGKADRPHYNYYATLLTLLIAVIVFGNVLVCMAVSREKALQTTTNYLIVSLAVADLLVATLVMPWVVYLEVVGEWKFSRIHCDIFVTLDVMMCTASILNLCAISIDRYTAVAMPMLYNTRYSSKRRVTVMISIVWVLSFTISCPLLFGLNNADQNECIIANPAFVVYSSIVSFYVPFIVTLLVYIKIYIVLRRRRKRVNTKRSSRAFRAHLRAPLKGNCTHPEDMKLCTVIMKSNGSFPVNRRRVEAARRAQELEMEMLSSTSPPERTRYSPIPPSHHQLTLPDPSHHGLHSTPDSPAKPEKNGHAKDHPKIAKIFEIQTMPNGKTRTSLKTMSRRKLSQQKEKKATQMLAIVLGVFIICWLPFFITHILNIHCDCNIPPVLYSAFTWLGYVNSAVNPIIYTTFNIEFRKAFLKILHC
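Potentiation of an EC20 dopamine calcium response measured kinetically over 180 s, after a preceding 180 s compound-only read flagging agonists. Cells: inducible Hek293 Trex D2 line, 4000/well, cultured overnight at 30 C before dye loading.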
Vif-A3F inh: blocks the Vif interaction with APOBEC3F | HeLa A3F-eYFP + Vif (tagged APOBEC3F with the HIV-1 protein that degrades it), YFP fluorescence increase | Potency, µM (top dose mostly 46.1 µM), for the others: at the highest dose activity, negative = active | 390,000 compounds, 0.2% hits | AID 602313; note: potency is the fitted concentration of half-maximal effect; % of control where 0% means no effect; nearly all actives have a fitted effect of over 65% in size
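HeLa cells stably expressing A3F-eYFP plus Vif, plated and incubated overnight at 37 deg C, then exposed to compounds overnight at 37 deg C. Blocked degradation read as raised yellow fluorescence (Ex 488/Em 500-530).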
RXFP1 agonist: RXFP1 (human) receptor agonism; AID 2676; Q9HBX9; Potency, µM (top dose mostly 57.5 µM), for the others: top-dose activation, most hits filed as activators; 370,000 compounds, 0.3% hits; HEK293T-RXFP1 cAMP TR-FRET, 30 min; response scale: percent of porcine relaxin response, buffer zero; note: potency is the fitted concentration of half-maximal effect; % is set by controls: 0 for no effect and ±100 for the full control effect; nearly all actives have a fitted effect of over 60% in size; many of its hits are not listed in these tables
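Agonist response is measured as cAMP accumulation in an RXFP1-transfected HEK293T line under PDE4 inhibition. Values are scaled between buffer-only and 29 nM porcine relaxin, and EC50s come from standard Hill equation fits.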
Glioma ERSR ind: inducers of ER stress response in human glioma cells. U87-MG GRP78 promoter luciferase reporter, 16 h. Potency, µM, without a hit: at the top dose activation, actives largely listed as activators. 420,000 compounds, 0.02% hits; note: potency is the fitted concentration of half-maximal effect; series mostly up to about 76 µM; % of control where 0% means no effect; nearly all actives have a fitted effect of over 35% in size
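Stably transfected U87-MG glioma cells carrying a GRP78-based luciferase sensor; 16 h compound incubation. Luminescence end-point read 10 min after Bright-Glo addition at room temperature.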
D1 PAM: potentiators of human D1 dopamine receptor. P21728. HEK293 TREx D1 cells, calcium flux, dopamine EC20 potentiation. potentiation, % at 10 µM. 360,000 compounds, 0.036% hits. AID 504651; in the data active = potentiation above about 30%; note: 0% is about no effect
D1 agonist: agonists of human D1 dopamine receptor. activation, % at 2 µM. HEK293 T-REx D1 cells, calcium flux, agonist mode. 360,000 compounds, 1% hits; in the data active = activation above about 30%; note: 0% is about no effect
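Tetracycline-induced HEK293 TREx D1 cells, force-coupled to calcium signalling, were dye-loaded with a no-wash calcium kit. Compound was pin-added after a 10 s baseline. Fluorescence was read kinetically at 1 cycle/s for 180 s, with calcium rises flagged as agonism.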
D1 antagonist: human D1 dopamine receptor antagonism; P21728; HEK293 TREx D1 cells, calcium flux, dopamine EC80; active compounds read low; activity change, negative = inhibition, % at 10 µM; 360,000 compounds, 3.2% hits; AID 504652; in the data active = activity change below about -30%; note: % is set by controls: 0 for no effect and ±100 for the full control effect
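HEK293 T-REx cells expressing inducible, force-coupled D1 receptor; no-wash Ca dye, 30–90 min RT. Cmpd → 180 s read at 1 Hz → EC80 DA → 180 s read.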
Vif-APOBEC3G blk: inhibitors of Vif-APOBEC3G interaction | Q9HC16 | HeLa A3G-eYFP + Vif (tagged APOBEC3G with the HIV-1 protein that degrades it), YFP fluorescence, overnight | Potency, µM (highest dose often 46.1 µM), for inactives: at the highest dose activity, negative = active, actives largely listed as inhibitors | 410,000 compounds, 0.076% hits;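 note: potency is the fitted concentration of half-maximal effect; % is set by controls: 0 for no effect and ±100 for the full control effect; nearly all actives have a fitted effect of over 60% in size; hits raise eYFP signal because A3G escapes Vif-driven loss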
Target sequence (Q9HC16 whole entry, looked up): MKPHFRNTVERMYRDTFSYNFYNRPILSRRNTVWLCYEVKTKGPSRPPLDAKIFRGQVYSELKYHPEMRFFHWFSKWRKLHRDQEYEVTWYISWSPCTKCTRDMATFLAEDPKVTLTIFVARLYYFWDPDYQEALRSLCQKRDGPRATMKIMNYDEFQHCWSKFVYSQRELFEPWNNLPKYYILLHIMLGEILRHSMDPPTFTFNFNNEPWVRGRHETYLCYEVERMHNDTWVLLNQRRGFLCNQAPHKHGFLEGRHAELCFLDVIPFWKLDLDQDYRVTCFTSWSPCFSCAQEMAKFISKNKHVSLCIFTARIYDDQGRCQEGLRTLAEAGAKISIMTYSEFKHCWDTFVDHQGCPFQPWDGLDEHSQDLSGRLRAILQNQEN
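Read-out is eYFP fluorescence (Ex 488/Em 500-530) from Vif-expressing HeLa A3G-eYFP cells; more signal means A3G escaped Vif-mediated degradation. Cells plated overnight, compound pinned in, incubated overnight at 37 deg C.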
Starred values were filed as active, the others as inactive; ? = inconclusive; · = not tested or not shown; & = joins results of further samples. Unless noted, calls come from the whole dose curve; as a rule, active = well fitted curve in the direction sought with a large enough effect; inconclusive = small, poorly fitted or top-dose-only effect, or another doubt; inactive = no such curve, though single readings can be large; an effect the other way counts as inactive or inconclusive. Some of the compounds tested; rates above refer to the full screens.

SMILES	LDHA block	D2 PAM	Vif-A3F inh	RXFP1 agonist	Glioma ERSR ind	D1 PAM	D1 agonist	D1 antagonist	Vif-APOBEC3G blk
CCN(CC)C(=O)COc1ccc2c(-c3ccccc3)cc(=O)oc2c1	-7	4	3%	-2.0%	-2%	-5	4	-10	-1%
Cc1cccc(OCC(=O)NCCCNC(=O)c2ccncc2)c1	-3	-2	-9%	2.1%	-3%	-2	3	4	-6%
O=C(Cc1ccc(F)cc1)OCC(=O)N1CCN(S(=O)(=O)c2ccc(Cl)cc2)CC1	0	3	-3%	0.2%	-1%	-6	19	-15	-1%
Cc1ccc2c(c1)cc1c(=O)n(CC(=O)N3CCCC3)nc(C)n12	-1	13	2%	2.4%	-2%	-7	1	1	0%
CC(=O)/C=C1/SC(CC(=O)O)C(=O)N1c1ccccc1 (configuration not stated)	0	3	7%	-0.6%	-1%	-5	1	-1	-1%
C(=N\Nc1ccc2ccccc2n1)/c1ccc2c(c1)OCCO2	-2	10	2%	6.7%	-13%	-6	-1	-16	0%
O=C1Nc2ccc([N+](=O)[O-])cc2OC1CCN1CCCC1 (configuration not stated)	-1	2	-2%	27%	-3%	3	2	2	0%
CCCCSc1nnc([C@@H]2CCCN2C(=O)OC(C)(C)C)o1	-3	10	-16%	-0.1%	-7%	2	-1	3	0%
Cc1ccc(S(=O)(=O)Nc2cc(C(=O)N3CCOCC3)ccc2N2CCCCC2)cc1	-9	-13	-4%	0.4%	-2%	1	-1	-9	-1%
O=C(Cc1cccc(NC(=O)C2CCCN(C(=O)C3CCC3)C2)c1)Nc1ccc(C(=O)N2CCCCC2)cc1 (configuration not stated)	-17	·	9%	·	-2%	·	·	·	-4%
O=C(O)c1cccc(CN2C(=O)SC(Nc3cccc4ccccc34)C2=O)c1 (configuration not stated)	-11	-3	3%	-2.2%	8%	8	2	-13	-1%
Cc1cc(C(=O)Nc2sc3c(c2C#N)CCCC3)no1	-3	-1	0%	0.2%	3%	9	0	5	?
O=C(CSc1ccccn1)Nc1nc2c(ccc3ccccc32)s1	1	-8	-8%	5.3%	1%	9	3	9	3%
COc1ccc(Br)cc1/C=N/NC(=O)c1cc(OC)c(OC)c(OC)c1	-3	-3	-2%	0.4%	-2%	-4	3	-7	?
COc1ccc(-n2c(N)c(C(=O)Nc3c(C)n(C)n(-c4ccccc4)c3=O)c3nc4ccccc4nc32)cc1	-13	7	-4%	-2.5%	-2%	-3	1	-17	-2%
c1ccc(-n2nnnc2SCc2cccc3nsnc23)cc1	-14	9	·	3.6%	3%	2	1	-10	1%
Cn1c(=O)[nH]c(=O)c2c1nc(CN1CCN(c3ccccc3F)CC1)n2CC(N)=O	-2	-6	4%	1.3%	0%	2	1	-7	0%
Cc1ccnc(NC(=O)c2ccc(Cl)c(NC(=O)CCc3ccccc3)c2)c1	·	-2	·	-0.2%	·	-5	3	-5	·
COc1ccc(NC(=O)CC2C(=O)N(c3ccc(Cl)cc3)C(=S)N2CCc2ccncc2)cc1 (configuration not stated)	-3	-4	-5%	-0.5%	-4%	4	1	4	4%
CCN1CCN(c2ncnc3c2nnn3Cc2ccccc2)CC1	-3	-28	-5%	1.1%	1%	-3	3	2	2%
COc1ccc(/C=C/C(=O)N2CCC(c3nc4ccccc4o3)CC2)cc1	-1	-4	-12%	-1.8%	3%	-2	1	-6	-2%
O=C(c1ccc(CS(=O)Cc2cccc(Cl)c2)o1)N1CCN(C2CCCCC2)CC1 (configuration not stated)	-3	6	-4%	0.2%	2%	-6	0	-13	1%
COc1cc(C(=O)Nc2nc(OC)c(-c3ccccc3)c(OC)n2)cc(OC)c1OC	4	-12	-3%	1.6%	-1%	-8	2	-16	-5%
COc1ccc(S(=O)(=O)N2CCC(C(=O)NC3CCCCC3)CC2)cc1C	-6	9	-7%	0.8%	-3%	-3	0	0	-1%
COc1ccc2c(c1)Cc1sc(NC(C)=O)nc1-2	21	2	-2%	0.6%	4%	-4	1	-5	0%

Reformatted in markdown: three of the compounds above
| compound | LDHA block | D2 PAM | Vif-A3F inh | RXFP1 agonist | Glioma ERSR ind | D1 PAM | D1 agonist | D1 antagonist | Vif-APOBEC3G blk |
| --- | --- | --- | --- | --- | --- | --- | --- | --- | --- |
| Cc1cccc(OCC(=O)NCCCNC(=O)c2ccncc2)c1 | -3 | -2 | -9% | 2.1% | -3% | -2 | 3 | 4 | -6% |
| O=C(Cc1ccc(F)cc1)OCC(=O)N1CCN(S(=O)(=O)c2ccc(Cl)cc2)CC1 | 0 | 3 | -3% | 0.2% | -1% | -6 | 19 | -15 | -1% |
| Cc1ccc2c(c1)cc1c(=O)n(CC(=O)N3CCCC3)nc(C)n12 | -1 | 13 | 2% | 2.4% | -2% | -7 | 1 | 1 | 0% |

Next part.
SMILES	LDHA block	D2 PAM	Vif-A3F inh	RXFP1 agonist	Glioma ERSR ind	D1 PAM	D1 agonist	D1 antagonist	Vif-APOBEC3G blk
Cc1ccc2c(c1)-c1c(cnn1CC(=O)Nc1ccccc1N1CCN(C)CC1)CO2	-8	-4	-17%	1.9%	-4%	-2	23	-24	5%
CCNC(=O)N1CCC(c2nc3ccccc3s2)CC1	-15	2	14%	5.2%	-1%	0	4	0	2%
COc1ccccc1CN1CCC(CNC(=O)c2cnn(-c3ccc(Cl)cc3)c2C2CCN(C(=O)OC(C)(C)C)CC2)CC1	6	-2	6%	3.6%	-6%	-6	31*	-1	-9%
COc1ccc(NC(=O)c2c(C)oc3ccc(O)c(CN4CCCC4)c23)cc1Cl	-2	-2	0%	-0.6%	-1%	-1	0	5	2%
Cc1c(NC(=O)c2coc(=O)c(Br)c2)c(=O)n(-c2ccccc2)n1C	-6	-1	?	2.3%	-10%	-12	1	8	3%
O=C(Nc1ccc(Cl)c(C(F)(F)F)c1)[C@@H]1CC=C[C@@H]2CCN(C3CCCCC3)C(=O)[C@@H]21	-3	·	1%	·	-2%&0%	·	·	·	1%&2%
Cc1ccc(C)c(COC(=O)CCN=C2NS(=O)(=O)c3ccccc32)c1	-8	-9	0%	2.6%	0%	-7	9	-10	1%
Cc1ccc(Nc2nc(=O)c3cccnc3s2)cc1	1	-7	-3%	4.5%	1%	-2	1	-8	-4%
CCOc1ccc(S(=O)(=O)N(CC)CC(=O)N2CCOCC2)cc1C	-11	-7	2%	0.1%	2%	-5	0	-15	-2%
O=C(COC(=O)c1cc(Br)ccc1Cl)NC1CC1	-5	9	-3%	1.2%	-2%	-5	0	-1	1%
COc1ccc(OC)c(NC(=O)C(=O)c2cn(CC(=O)N3CCCC3)c3ccccc23)c1	-6	8	-1%	-1.1%	-5%	2	5	1	0%
COc1ccc(-c2nn(C)c3sc(C(=O)NCCN(C)C)cc23)cc1OC	2&2	12	-3%&-27%	2.7%&4.7%	-5%&-4%	6&9	0&1	0&-13	7%&8%
COc1ccc(-c2n[nH]c(=S)n2-c2ccc(C)cc2)cc1OC	-1	2	1%	2.5%	1%	1	1	5	-15%
COC(=O)C1=C(\O)CCCC/C=C\1C(=O)O	-3	·	-2%	·	-5%	·	·	·	2%
CCOc1c2ccc(C(=O)NCCCCc3ccccc3)cc2nn1C	-7	-3	7%	3.4%	-4%	-3	1	4	5%
COc1ccc(-c2ccc3nnc(SCC(N)=O)n3n2)cc1	-3	-4	-18%	18%	3%	-2	-2	4	7%
CC(=O)Oc1ccc2c(c1)Oc1cc(OC(C)=O)ccc1C21OC(=O)c2ccccc21	-3	-24	9%	0.5%	-2%	-1	834*	4	9%
O=C1Nc2ccccc2C(=O)N2C[C@@H](O)C[C@H]12	-2	2	-1%	1.0%	-3%	-1	3	5	-9%
COc1ccc(CN(CCC#N)C(=S)NC(=O)c2ccccc2)cc1	-4	-7	-8%	1.2%	-4%	-6	1	-10	-1%
CCOc1ccccc1C(=O)N[C@H](C(=O)OCc1cc(=O)oc2cc(C)ccc12)C(C)C	-9	-3	-28%	-0.4%	-1%	-4	3	-14	0%
Cc1cc(C(F)(F)F)nn1CCCNC(=O)c1cnccn1	-8	25	-8%	1.2%	-5%	1	14	-12	-6%
CN(C)/C=C1\NC(=S)N(c2ccccc2)C1=O	-2	5	17%	1.8%	-1%	-3	5	13	7%

Three compounds picked at random from those above, as already listed:
SMILES	LDHA block	D2 PAM	Vif-A3F inh	RXFP1 agonist	Glioma ERSR ind	D1 PAM	D1 agonist	D1 antagonist	Vif-APOBEC3G blk
O=C1Nc2ccccc2C(=O)N2C[C@@H](O)C[C@H]12	-2	2	-1%	1.0%	-3%	-1	3	5	-9%
Cc1c(NC(=O)c2coc(=O)c(Br)c2)c(=O)n(-c2ccccc2)n1C	-6	-1	?	2.3%	-10%	-12	1	8	3%
CCOc1ccccc1C(=O)N[C@H](C(=O)OCc1cc(=O)oc2cc(C)ccc12)C(C)C	-9	-3	-28%	-0.4%	-1%	-4	3	-14	0%
